Hsp70 displacement: small molecules displacing fluorescent ligand from Hsp70 – biochemical, fluorescence polarization, primary screen (AID 583); displacement, % at 20 µM; hits with a dose series show IC50 in µM; Hsp70 fluorescence polarization probe displacement, mP; higher % means a stronger effect; actives 0.06% (n = 140,000); in the data active = displacement above about 50%;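 note: plate controls were vehicle for no effect and reference ligand for full effect; a part of the inactive calls stands beside numbers as strong as those of hits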
Rat MKP-3 inhibitors: MKP-3 phosphatase inhibitors, primary screen, biochemical, rat enzyme, in vitro (AID 425); inhibition, % at 20 µM; hits with a dose series show IC50 in µM; recombinant MKP-3 phosphatase activity, fluorescence; higher % means a stronger effect; actives 0.17% (n = 110,000); in the data active = inhibition above about 50%;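 note: plate controls were vehicle for no effect and reference inhibitor for full effect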
An asterisk follows results filed as active; · = no result given; & = joins results of further samples. The list is partial. The share of hits here may be higher or lower than overall.

Hsp70 displacement | Rat MKP-3 inhibitors | SMILES
2.3% | -5% | CCCCc1n[nH]c2c1/C(=N\O)CC(C)(C)C2
1.7% | 1% | Cc1ccc(NC(=O)CSc2nc(C(F)(F)F)cc(=O)[nH]2)cc1
3.4% | · | Cc1cc(SCC(=O)Nc2ccccc2C)nc(C)n1
0.4% | · | CC1CC(C)CN(c2ccc(C(=O)OCC(=O)NC3CCCc4ccccc43)cc2[N+](=O)[O-])C1 (configuration not stated)
-0.3% | -2% | Cc1cc(C(=O)CSc2nnnn2C)c(C)n1-c1cccc(F)c1
0.7% | · | CN(C)S(=O)(=O)c1cccc(NC(=O)COC(=O)CCc2nc3ccccc3s2)c1
1.3% | -2% | CC(NC(=O)c1cccc(Cl)c1)c1ccccc1 (configuration not stated)
-1.8% | · | CCN(c1ccccc1)S(=O)(=O)c1ccc(C(=O)Nc2nccs2)cc1
-3.0% | 3% | O=C(Nc1ccc(O)c(-c2nc3ccccc3o2)c1)c1cccnc1
2.7% | 4% | C=CCn1c(SCc2cccc(C#N)c2)nnc1-c1ccccc1O
-4.3%&-5.4% | -1% | Cc1ccc(-c2nc3c(cnn3-c3ccccc3)c(=O)o2)cc1
2.6% | · | CCOc1ccc(S(=O)(=O)Nc2ccc(C(=O)N/N=C(\C)c3ccc(-n4ccnc4)cc3)cc2)cc1
1.1% | -7% | CCCCCc1c(C)nc(Nc2ccccc2)[nH]c1=O
3.5% | -2% | O=C(CN1CCOc2ccccc21)N1CCC(Cc2ccccc2)CC1
-3.1% | 4% | O=C(NC1CCCCC1)c1ccc([N+](=O)[O-])cc1
4.2% | -1% | Cc1cccc(OCC(=O)Nc2cc(C(F)(F)F)ccc2Cl)c1C
-3.3% | · | CCOc1ccc(NC(=O)[C@@H](NC(=O)c2ccccc2)[C@@H](C)CC)cc1
3.3% | -5% | Cc1ccc(NC(=O)C2CC(=O)NC(N3CCc4ccccc43)=N2)cc1 (configuration not stated)
-0.5% | -1% | COc1cc(-c2noc(-c3ccccc3)n2)cc(OC)c1OC
-4.5% | 9% | CCc1c(C)nc(N)n2c(SCC(=O)Nc3ccccc3OC)nnc12
6.6% | -4% | COc1ccc(N2C(=O)c3ccccc3NC2c2ccccc2F)cc1 (configuration not stated)
5.6% | -5% | Cn1cccc1C(=O)OCc1cc(Cl)cc2c1OCOC2
0.3% | -5% | CCC1=NN(C(=O)c2ccncc2)C(O)(c2ccc(Br)cc2)C1 (configuration not stated)
0.7% | -2% | COc1ccc(CCNC(=O)c2cccc3ccccc23)cc1OC
-5.1% | -9% | Cc1noc(C)c1C(=O)NCc1ccco1
0.4% | 1% | CC1=NN(c2ccc(S(N)(=O)=O)cc2)C(=O)/C1=C\c1ccc(-c2ccc(Cl)cc2)o1
2.3% | 6% | Cn1c(NCCCN2CCOCC2)nc2c1c(=O)n(Cc1ccc(Cl)cc1Cl)c(=O)n2C
2.3% | 0% | Cn1c(/C(C#N)=C2/CCCCCN2)nc2ccccc21
1.9% | · | CN(C)CCn1c(=O)n(Cc2ccco2)c(=O)c2c3c(sc21)CCCCC3
4.6% | -1% | O=S(=O)(c1cccc2c(S(=O)(=O)N3CCOCC3)cccc12)N1CCOCC1
0.0% | 2% | O=C(O)c1ccc(-c2ccccc2OC(F)(F)F)o1
9.4% | -3% | O=C(c1ccc(O)cc1)c1ccc(C(=O)O)c(C(=O)O)c1
2.5% | -10% | CCOCCCNc1nc2c(c(=O)n(C)c(=O)n2C)n1CCCc1ccccc1
-3.4% | 4% | c1csc(CNc2ccc(-c3nc4ccccc4s3)cc2)c1
-2.7% | -8% | CC(C)C(=O)Nc1cccc(C(=O)Nc2ccc3c(c2)OCO3)c1
3.0% | 1% | CCOc1cc(/C=C2\C(=O)NC(=O)N(c3ccc(Cl)cc3)C2=O)cc(Cl)c1OCC(=O)O
-1.2% | 1% | COC(=O)c1ccc(C2C(C(=O)OCCc3ccccc3)=C(C)NC3=C2C(=O)CCC3)cc1 (configuration not stated)
-0.4% | -6% | CC(C)(C)NC(=O)Nc1ccccc1C(N)=O
0.3% | 2% | COc1ccc(-n2c(NNC(C)=O)nc3sc4c(c3c2=O)CCCC4)cc1
2.4% | 0% | CCCn1c(/C=C(/OC(=O)c2ccccc2)c2ccccc2)nc2ccccc21
0.2% | · | CCOC(=O)c1c(-c2ccc(C)s2)csc1NC(=O)c1cccs1
1.9% | 0% | Cc1ccc(Nc2nc(-c3ccc([N+](=O)[O-])cc3)cs2)cc1C
-1.6% | 3% | COc1cc(C(=O)Nc2ccc(C(N)=O)cc2)cc(OC)c1OC
-1.3% | 0% | CC1=C(C(=O)Nc2cccc(Cl)c2)C(c2ccc(F)cc2)NC(=O)N1 (configuration not stated)
-1.2% | -7% | Cc1nc(CCNC(=O)COc2ccccc2)cs1
0.5% | 5% | C/C(CC(=O)Nc1ccc(Nc2ccccc2)cc1)=N\NC(=O)c1ccccc1C
1.7% | 2% | CCN1C(=O)/C(=C2\SC(=S)N(NC(=O)c3ccccc3Cl)C2=O)c2ccccc21
-3.2% | 2% | C/C(CC(C)(C)Nc1ccccc1)=N\O
6.4% | 2% | CC(=O)NC1=NC(=O)/C(=C\c2ccc(-c3ccccc3[N+](=O)[O-])o2)S1
-3.0% | -2% | COc1ccc(C)cc1N(CC(=O)Nc1cccc(N(C)S(C)(=O)=O)c1)S(C)(=O)=O
-3.4% | · | Nc1c(NCc2ccccc2)c(=O)[nH]c(=O)n1Cc1ccccc1
0.8% | · | COc1ccc(CNC(=O)C(=O)NCC2CCCO2)cc1 (configuration not stated)
-1.4% | 0% | CCOC(=O)N1CCN(CC(=O)c2c(C)[nH]c3ccccc23)CC1
-0.6% | 4% | COc1ccc(C(=O)N2CCN(C3CCC(c4ccccc4)CC3)CC2)cc1OC (configuration not stated)
0.4% | -1% | O=C(COc1ccc(Cl)cc1Br)NCc1ccc2c(c1)OCO2
4.9% | 0% | CONC(=O)c1ccc(C(=O)c2cc(OC)ccc2OC)cc1

(continued)
Hsp70 displacement | Rat MKP-3 inhibitors | SMILES
0.5% | 4% | CN1CCN(C2CC(=O)N(c3ccc(N4CCOCC4)cc3)C2=O)CC1 (configuration not stated)
-3.5% | · | CCN1CCN(C2=C(Cl)C(=O)N(Cc3ccccc3)C2=O)CC1
-0.1% | 0% | O=c1c2ccccc2nnn1CSc1nnc(-c2cccnc2)n1-c1ccccc1F
1.9% | · | CCCCCCOc1ccc(OC(=O)c2ccncc2)cc1
-0.7% | -13% | O=C(Nc1nnc(-c2ccccc2Cl)o1)c1ccco1
3.4% | 4% | COc1ccc(CCN2C(=O)/C(=C\c3ccc(C(C)C)cc3)SC2=S)cc1OC
0.7% | · | COn1c(-c2ccccc2)nc2c1CCc1c-2no[n+]1[O-]
-7.8% | -13% | CCCCn1c(SCC(=O)NCc2ccco2)nnc1-c1ccoc1C
0.8% | -7% | COC(=O)CSc1nnc(SCc2ccccc2)s1
-2.4% | 1% | Fc1cccc(NCc2cn3ccccc3n2)c1
-0.2% | 3% | O=C(Nc1ccc(Cl)c(-c2nc3ccccc3[nH]2)c1)c1ccc(I)o1
-1.9% | · | COc1ccc(NC(=O)CSc2nnc(C3CCCCC3)n2-c2ccccc2)cc1
-1.9% | 3% | CCCCn1c(S(=O)(=O)O)nc2ccccc21
-1.8% | 4% | O=C(O)CCCCCN1C(=O)/C(=C/c2cccc(F)c2)SC1=S
-2.1% | -1% | COC(=O)c1sccc1NC(=O)c1cccc(Cl)c1
4.6% | -3% | C(=C\c1ccccc1)/CSc1nnc(-c2ccncc2)n1Cc1ccco1
2.8% | 7% | CCOC(=O)C1=C(C)N(C)C(=O)NC1c1ccccc1OC (configuration not stated)
5.6% | 0% | COC(=O)CSc1nc(NC(C)=O)nc(C)c1Br
0.8% | 0% | Cc1cccc2cc(CN(CC3CCCO3)C(c3nnnn3Cc3ccco3)C(C)C)c(=O)[nH]c12 (configuration not stated)
-6.8% | 3% | COc1ccc(C(=O)N2CCN(S(C)(=O)=O)CC2)cc1OC
1.0% | -11% | CCN(CC)S(=O)(=O)c1ccc(OC(C)C)nc1
3.3% | -6% | Cc1nc(N2CCN(C(=O)c3ccc(Cl)cc3)CC2)c(C#N)c2c1COC(C)(C)C2
8.9% | · | Cc1ccc(C(=O)c2nc3c(n2O)CCCC3)cc1
3.3% | 0% | COc1ccc(NC(=O)c2ccc(N(C)C)cc2)cc1
-3.2% | -14% | CCc1cccc(C)c1NC(=O)CSc1nnc(-c2cc3cc(Br)ccc3o2)n1CC
-3.6% | · | Clc1ccccc1-c1nnc2sc(C3COc4ccccc4O3)nn12 (configuration not stated)
41% | 4% | c1cc2c(cc1NC1CCCCC1)OCO2
-6.2% | 4% | CCOc1cc(/C=N/N=C2/NC(=O)CS2)ccc1OCc1ccc(F)cc1
1.0% | 79%* | O=C1NC(=O)/C(=C/c2ccccc2[N+](=O)[O-])S1
1.7% | -1% | c1ccc(N2CC[N+]3(CCCC3)CC2)nc1
2.1% | 1% | Cc1c(Nc2nc3nonc3nc2Nc2cccc(Cl)c2)c(=O)n(-c2ccccc2)n1C
1.2% | -7% | C=CCn1c(-c2ccccc2)c[nH]c1=S
3.8%&4.0% | -2%&2% | COc1ccc(CCNC(=O)C2CC2)cc1OC
2.6% | 2% | CCOc1ccccc1NC(=O)CN(c1ccccc1OC)S(=O)(=O)c1ccccc1
-4.0% | -8% | COc1ccccc1C1(CC(=O)N2CCOCC2)CCOC(C(C)C)C1 (configuration not stated)
0.4% | · | Brc1cccc(Cn2c(-c3cncs3)nc3ccccc32)c1
-4.4% | 1% | Cc1ccc(S(=O)(=O)N2CCCCCC2)cc1
-2.1%&-2.5% | -6%&3% | COc1ccc(S(=O)(=O)N2CCN(Cc3cccc(Cl)c3)CC2)cc1
-8.3% | -2% | COc1ccc2cc3cc(C(=O)NCC4CCCO4)oc3nc2c1 (configuration not stated)
-6.9% | -2% | O=C(NCc1ccco1)[C@@H]1CSC2c3ccccc3C(=O)N21 (some centres not stated)
1.0% | · | COC(=O)c1ccc(N2CCC(C)CC2)c(N)c1
1.5% | 0% | c1ccc(-c2cc(-c3ccncc3)nc3ccc4ccccc4c23)cc1
· | -8% | Cc1cccc2cc(CN(Cc3cccs3)Cc3nnnn3Cc3ccccc3)c(=O)[nH]c12
1.1% | 8% | Cc1ccc(Cl)cc1N1CCN(C(=O)Cn2ccc3ccccc3c2=O)CC1
14% | -4% | COc1ccc(CCNC(=O)CCCCn2c(=O)[nH]c3ccccc3c2=O)cc1OC
-5.9% | 3% | COc1cc(C2Nc3ccc4ccccc4c3C3=C2C(=O)CC(C)(C)C3)ccc1OCC(=O)O (configuration not stated)
4.0% | -4% | CCc1c(C)c2c(C)[nH]nc2oc1=O
0.2% | -5% | O=C(Cn1cc2c(n1)CCCCC2)NC1CCN(Cc2ccccc2)CC1

A different layout for five compounds above:
Screens in order: Hsp70 displacement	Rat MKP-3 inhibitors
> COC(=O)c1ccc(N2CCC(C)CC2)c(N)c1
    1.0%	·
> c1ccc(-c2cc(-c3ccncc3)nc3ccc4ccccc4c23)cc1
    1.5%	0%
> Cc1cccc2cc(CN(Cc3cccs3)Cc3nnnn3Cc3ccccc3)c(=O)[nH]c12
    ·	-8%
> Cc1ccc(Cl)cc1N1CCN(C(=O)Cn2ccc3ccccc3c2=O)CC1
    1.1%	8%
> COc1ccc(CCNC(=O)CCCCn2c(=O)[nH]c3ccccc3c2=O)cc1OC
    14%	-4%

Next part
Hsp70 displacement | Rat MKP-3 inhibitors | SMILES
-2.9% | -8% | CCSc1nc2cc(OC)c(OC)cc2c(=O)n1CC
-14% | 2% | CCOC(=O)/C(C#N)=N/Nc1ccc(NC(=O)c2ccc(N/N=C(\C#N)C(=O)OCC)cc2)cc1
-1.9% | -6% | O=C(CSc1nc2ccsc2c(=O)n1NC(=O)c1ccccc1)Nc1nccs1
1.1% | · | Cc1onc(-c2ccccc2Cl)c1C(=O)Nc1nnc(Cc2ccc(Cl)cc2)s1
-2.8% | 2% | O=C1CC(N2CCN(c3ccccc3)CC2)C(=O)N1c1ccc(I)cc1 (configuration not stated)
1.7% | -3% | Cc1cc(=O)oc(C)c1C(=O)N1CCN(C)CC1
-3.3% | · | O=C(C[n+]1ccc(C(=O)N/N=C/c2ccc(O)cc2)cc1)c1ccccc1
-1.1% | -15% | CC1=C(C(=O)OCC(C)C)C23C(=O)c4ccccc4C2(O1)OC(N)=C3C#N (configuration not stated)
-5.7% | · | NC(=O)CSc1nc2ccccc2c(=O)n1Cc1ccco1
0.9% | · | CC(C)(C)NC(=O)Cn1c(-c2nonc2N)nc2ccccc21
-3.8% | 9% | COc1ccc(C2=C/C(=C\c3cccc([N+](=O)[O-])c3)C(=O)O2)cc1
-5.7% | · | C=CCn1c(SCC(=O)Nc2cccc3ccccc23)nnc1-c1cnccn1
5.0% | 2% | CCOn1c(=O)c(=O)n(OCC)c2ccccc21
0.7% | 1% | N#CSCCCCCCOc1cccc(Cl)c1
8.2% | · | Cc1oc(C(=O)O)cc1COc1ccc2c3c(c(=O)oc2c1)CCC3
2.9% | 0% | COc1ccc2c(Cl)c(C(N)=O)sc2c1

Some of these compounds in order of the Rat MKP-3 inhibitors value, lowest first:
structure	Hsp70 displacement	Rat MKP-3 inhibitors
COc1ccc2c(Cl)c(C(N)=O)sc2c1	2.9%	0%
N#CSCCCCCCOc1cccc(Cl)c1	0.7%	1%
CCOn1c(=O)c(=O)n(OCC)c2ccccc21	5.0%	2%
COc1ccc(C2=C/C(=C\c3cccc([N+](=O)[O-])c3)C(=O)O2)cc1	-3.8%	9%

Additional records.
Hsp70 displacement | Rat MKP-3 inhibitors | SMILES
-2.4% | -10% | CCOC(=O)c1cccc(NC(=O)c2cnccn2)c1
-0.2% | · | O=C(O)c1cnccn1
-0.3% | 4% | CCCCn1nnnc1SCC(=O)Nc1sc2c(c1C#N)CCCC2
5.3% | 2% | Brc1ccc(-c2nnc3sc(CN4CCN(c5ccccc5)CC4)cn23)cc1

Compound activity from PubChem BioAssay.
